Tau fibril ThT – blocks human tau fibril formation measured by thioflavin T; 270,000 tested, 2.1% active; recombinant tau K18 P301L, heparin-induced fibrillization, ThT fluorescence; P10636; Potency, µM (titrated, usually from 57.4 µM), for the others: top-dose activity, negative = inhibition, hits mostly inhibitors; AID 1460; note: % is set by controls: 0 for no effect and ±100 for the full control effect; nearly all actives have a fitted effect of over 55% in size
Target sequence (P10636 561-689 P618L limits assumed): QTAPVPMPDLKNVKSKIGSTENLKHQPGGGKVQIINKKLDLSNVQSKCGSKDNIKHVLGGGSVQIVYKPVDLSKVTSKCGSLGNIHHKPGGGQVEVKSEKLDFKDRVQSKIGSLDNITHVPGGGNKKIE
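Recombinant human tau K18 fragment […] carrying P301L, 15 uM unlabeled plus 0.24 uM Alexa 594-labeled, was fibrillized with 20 uM heparin in 100 mM sodium acetate pH 7 for 6 hr at 37 C; 30 uM ThT fluorescence read after 1 hr.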
Tau FP inhib – tau fibrillization inhibition (FP). AID 1468. P10636. Potency, µM (doses to about 57.7 µM), for inactives: top-dose activity, negative = inhibition, most hits filed as inhibitors. 280,000 tested, 0.39% active. K18 P301L tau heparin fibrillization, Alexa594 FP, 6 h; note: % is set by controls: 0 for no effect and ±100 for the full control effect; nearly all actives have a fitted effect of over 55% in size
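FP of Alexa 594-tau after heparin (20 uM) induction. Substrate: human K18 P301L, 15 uM unlabeled, 0.24 uM labeled. Buffer 100 mM sodium acetate pH 7. 6 hr, 37 C.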
Tau fluor cs – counter-screen for tau fibril formation inhibitors; tau K18 P301L Alexa594 fluorescence, heparin fibrillization; Potency, µM (titrated, usually from 57.7 µM), for inactives: top-dose activity change, negative = decrease; 280,000 tested, 0.93% active; note: % is set by controls: 0 for no effect and ±100 for the full control effect; nearly all actives have a fitted effect of over 55% in size
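Human tau K18 P301L (15 uM unlabeled, 0.24 uM Alexa 594-labeled) in 100 mM sodium acetate pH 7 with 20 uM heparin, 6 hr at 37 C. ThT 30 uM added, 1 hr ambient; Alexa 594 FP and total fluorescence read at 555/632 nm.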
JMJD2E inh – blocks human JMJD2E demethylase activity | B2RXH2 | JMJD2E catalytic domain, FDH-coupled NADH fluorescence (FDH is formaldehyde dehydrogenase) | Potency, µM (top dose mostly 57.1 µM), inactives show at the top dose activity change, negative = inhibition, most hits filed as inhibitors | 230,000 tested, 1.6% active | AID 2147; active = well fitted inhibition curve with a large enough effect, not every such curve was filed as active; inconclusive = small, poorly fitted or top-dose-only effect, or another doubt; inactive = no such curve, though single readings can be large or run the other way;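 note: 0% = wells with enzyme and -100% = buffer wells without enzyme; nearly all actives have a fitted effect of over 50% in size; many of its hits are not listed in these tables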
Target sequence (B2RXH2 1-337 limits assumed): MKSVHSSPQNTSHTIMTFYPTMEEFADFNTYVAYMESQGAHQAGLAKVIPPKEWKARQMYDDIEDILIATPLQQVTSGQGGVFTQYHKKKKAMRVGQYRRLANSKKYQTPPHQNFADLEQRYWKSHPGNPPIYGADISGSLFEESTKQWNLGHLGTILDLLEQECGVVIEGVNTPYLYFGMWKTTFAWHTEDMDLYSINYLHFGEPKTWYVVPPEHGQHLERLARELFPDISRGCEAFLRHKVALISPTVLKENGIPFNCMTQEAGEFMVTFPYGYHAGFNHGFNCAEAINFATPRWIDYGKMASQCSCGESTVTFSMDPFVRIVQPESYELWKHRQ
HttQ103 aggreg – mutant huntingtin aggregation inhibition. 220,000 tested, 1.1% active. PC12 HttQ103-GFP aggregates, Acumen cytometry, 40 h. AID 1688. Potency, µM (top dose mostly 46.1 µM), without a hit: at the top dose activity change, negative = inhibition, hits mostly inhibitors; note: % is set by controls: 0 for no effect and ±100 for the full control effect; nearly all actives have a fitted effect of over 60% in size
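Steps: seed 1500 PC12 HTTQ103-GFP cells/well; add tebufenozide, 100 nM final; add compound titration; add ATPLite reagent; quantify GFP aggregates by laser scanning cytometry.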
ALDH1A1 block – inhibitors of human aldehyde dehydrogenase 1A1; 220,000 tested, 7.3% active; Purified ALDH1A1, NADH fluorescence, propionaldehyde substrate; Potency, µM (titrated, usually from 75.3 µM), inactives show at the top dose activity, negative = inhibition, actives largely listed as inhibitors; P00352; active = well fitted inhibition curve with a large enough effect, not every such curve was filed as active; inconclusive = small, poorly fitted or top-dose-only effect, or another doubt; inactive = no such curve, though single readings can be large or run the other way;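 note: plate controls were no enzyme wells and a reference inhibitor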
Target sequence (P00352 whole entry, looked up): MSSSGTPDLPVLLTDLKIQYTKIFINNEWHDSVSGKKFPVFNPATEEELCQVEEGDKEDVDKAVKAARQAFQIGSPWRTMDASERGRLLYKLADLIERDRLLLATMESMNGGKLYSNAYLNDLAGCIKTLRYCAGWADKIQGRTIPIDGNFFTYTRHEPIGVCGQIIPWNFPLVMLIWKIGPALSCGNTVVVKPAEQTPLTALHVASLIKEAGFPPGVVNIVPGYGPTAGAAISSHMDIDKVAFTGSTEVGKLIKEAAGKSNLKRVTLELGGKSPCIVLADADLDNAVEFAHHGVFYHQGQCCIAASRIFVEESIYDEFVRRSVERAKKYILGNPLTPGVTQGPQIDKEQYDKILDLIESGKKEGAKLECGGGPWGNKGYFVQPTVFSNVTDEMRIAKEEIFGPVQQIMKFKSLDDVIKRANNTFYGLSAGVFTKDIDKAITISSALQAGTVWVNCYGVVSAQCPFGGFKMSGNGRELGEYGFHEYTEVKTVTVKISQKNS
HTT cytoprotect – cytoprotection in Huntington HTT-Q103 PC12 cell model; Potency, µM (highest dose often 56.4 µM), for inactives: cytoprotection (ATP increase), hits mostly activators; PC12 HTT-Q103 induced, cytoprotection, ATP luminescence, 40 h; AID 1471; 230,000 tested, 0.14% active;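 note: % of control where 0% means no effect; nearly all actives have a fitted effect of over 45% in size; toxic huntingtin expression switched on by the ecdysone agonist tebufenozide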
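Readout: ATPlite luminescence (ATP level). Model: stable PC12, inducible Htt exon1 Q103-GFP. Inducer: tebufenozide, 100 nM final. Compounds: dose series. No G418 in medium.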
SMN2 splice enh – enhancers of SMN2 splice variant expression | HEK293 SMN2-luciferase splicing reporter, luminescence, 30-36 h | Potency, µM (titrated, usually from 46.1 µM), without a hit: at the highest dose activity change, positive = activation, usual class: activators | 210,000 tested, 2.8% active | AID 1458; note: % of control where 0% means no effect; nearly all actives have a fitted effect of over 55% in size
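qHTS luciferase splicing reporter: luminescence rises when SMN2 exon 7 is included in transfected HEK293 cells. Compound exposure lasted 30-36 h at 37C, with 4.5 mM final sodium butyrate as control, followed by a ONE-Glo read.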
Numbers without * were called inactive; u = inconclusive; x = not tested or not shown; & = joins results of further samples; [ ] = remark or other dose. Unless noted, calls come from the whole dose curve; as a rule, active = well fitted curve in the direction sought with a large enough effect; inconclusive = small, poorly fitted or top-dose-only effect, or another doubt; inactive = no such curve, though single readings can be large; an effect the other way counts as inactive or inconclusive. Potency is the fitted concentration of half-maximal effect. Not all compounds are listed; the hit share may differ from the screen's.

SMILES	Tau fibril ThT	Tau FP inhib	Tau fluor cs	JMJD2E inh	HttQ103 aggreg	ALDH1A1 block	HTT cytoprotect	SMN2 splice enh
COc1ccc(CCNC(=O)C(=O)Nc2ccc(C)c(C)c2)cc1	u	2%	-10%	x	x	x	x	2%
O=C(NCc1ccco1)c1ccc2nc3sc4c(c3c(=O)n2c1)CCCC4	14µM*	22µM*	-22%	u	u	u	-12%[10 µM]	13%
N#C/C(=C\c1cn(Cc2ccccc2)c2ccccc12)C(=O)NCc1ccco1	7%	-14%	-15%	u	2%	-9%	30%[10 µM]	6%
Cc1cnc(C(=O)OCC(=O)c2cc(C)n(C)c2C)cn1	-12%	-4%	-2%	0%	5%	4%	-68%[inhibitor]	5%
COc1ccc(CCn2c(-c3ccco3)nc3ccccc3c2=O)cc1OC	-9%	2%	-6%	-5%	-12%	-10%	0%[10 µM]	-47%[inhibitor]
CCOC(=O)CSc1nnc(-c2ccc(OC)cc2OC)o1	-8%	2%	-3%	6%	-25%	1%	-11%[10 µM]	7%
CCOc1ccc(CN(C(=O)c2nc(SC)ncc2Cl)C2CCS(=O)(=O)C2)cc1 (stereo unspecified)	4%	-3%	-5%	x	x	x	x	4%
COC(CNC(=O)C(=O)NCC1OCCN1C(=O)c1ccc(Cl)cc1)OC (stereo unspecified)	-2%	4%	-2%	2%	-8%	5%	x	5%
CCCCCCN(C(=O)CCCCCN1C(=O)NC(c2ccc(-c3ccccc3)cc2)C(C(=O)OCc2ccccc2)=C1C)C(C(=O)NCCCC)c1ccc(-c2ccccc2)cc1 (stereo unspecified)	-9%&-6%	4%&-9%	-3%&-7%	-4%&0%	-29%[9.22 µM]	1%	12%[10 µM]	-6%
CCC1CCCCN1C(=O)CSc1nc2ccsc2c(=O)n1Cc1ccccc1 (stereo unspecified)	-4%	7%	-14%	-5%	16µM*	u	-33%	-30%
O=[N+]([O-])c1nn(-c2ccc3c(c2)OCCO3)n(O)c1=NCCCO	u	1%	-6%	-1%	u	2%	-82%[inhibitor]	18%
Cc1ccc(C(=O)NCC(=O)OCC(=O)NC2CCCC(C)C2C)s1 (stereo unspecified)	1%	-7%	-6%	8%	7%	u	16%[10 µM]	6%
Cc1ccccc1OCC(=O)N(Cc1cccs1)C1CCS(=O)(=O)C1 (stereo unspecified)	6%	0%	1%	2%	18%	-9%	-28%	-15%
Cc1cc(Cl)c(S(=O)(=O)N2CCN(c3ccccn3)CC2)cc1OCC(N)=O	-5%	-19%	-14%	-9%	-12%	-2%	5%	x
COc1ccc(-c2nc(CN3CCC(C(=O)NCc4ccccc4)CC3)c(C)o2)cc1OC	-7%	-7%	-7%	x	x	x	x	-9%
NS(=O)(=O)c1cccc(NC(=O)CSc2ncnc3ccccc23)c1	-13%	-3%	-2%	-4%	-2%[9.22 µM]	x	1%[10 µM]	x
COc1ccc(C)cc1NC(=S)Nc1ccccc1SC	1%	-5%	-2%	-5%	13%	u	x	7%
CCCCC1(CC(=O)OC)C(=O)N(c2ccccc2)N(c2ccccc2)C1=O	-7%	3%	-2%	6%	-7%	6%	7%[10 µM]	-4%
CCc1ccc(C2=CC(c3cc(Br)ccc3F)n3ncnc3N2)cc1 (stereo unspecified)	u	0%	-15%	u	u	u	-63%[inhibitor][10 µM]	-12%
CN(C)S(=O)(=O)c1cccc(C(=O)OCC(=O)Nc2sccc2C#N)c1	-5%	4%	-11%	1%	1%	u	10%	u
O=C(Cn1cc(Cl)ccc1=O)c1ccc(Cl)cc1	-10%	9%	-1%	-4%	8%	6%	x	22%
CCOC(=O)C1=C(CC)OC(N)=C(C#N)C1c1cc(OC)ccc1OC (stereo unspecified)	-13%	-3%	-9%	1%	5%	2%	-2%	57%
CCOC(=O)CC(NS(=O)(=O)Cc1ccccc1)c1ccc(C)cc1 (stereo unspecified)	4%	9%	0%	7%	u	-2%	43%[10 µM]	-28%
COc1ccc(-c2cc(C(F)F)n3ncc(C(=O)n4ccnc4C)c3n2)cc1	u	14%	6%	u	31%	u	21%[10 µM]	-18%[1.84 µM]
Cc1ccc([N+](=O)[O-])cc1NC(=O)Nc1onc(C)c1C	-9%	-7%	-13%	2%	-7%[9.22 µM]	3%	-6%[10 µM]	x

The results go on.
SMILES	Tau fibril ThT	Tau FP inhib	Tau fluor cs	JMJD2E inh	HttQ103 aggreg	ALDH1A1 block	HTT cytoprotect	SMN2 splice enh
CC(=O)Nc1ccc(NC(=O)CSc2nc3ccccc3o2)cc1	-18%	7%	-8%	2%	3%	1%	-2%[10 µM]	20%
CCC(C)NC(=O)CN(c1ccc(Cl)c(Cl)c1)S(C)(=O)=O (stereo unspecified)	-6%	-3%	-7%	3%	3%[9.22 µM]	-5%	16%[10 µM]	x
CC1CCN(c2oc(-c3ccccc3F)nc2C#N)CC1	u	-5%	-25%	u	-15%	u	-2%	u
Cc1cc(C)n(NC(=S)NC2CCCCC2)c(=O)c1C#N	-7%	-1%	-11%	-6%	-1%[9.22 µM]	5%	17%[10 µM]	x
COc1cc(C2CC(=O)N(CC(=O)Nc3ccccc3F)c3ccccc3S2)cc(OC)c1OC (stereo unspecified)	-13%	1%	-17%	x	x	x	x	-34%[inhibitor]
COC(=O)c1cnn2c(C(F)(F)F)cc(-c3ccccc3)nc12	-3%	3%	-2%	u	-8%	u	26%[10 µM]	-6%
CCCc1cc(NCC2CCCO2)n2c(nc3ccccc32)c1C#N (stereo unspecified)	6%	8%	-16%	u	u	u	-12%	-5%
O=c1c2ccccc2ncn1Cc1cccc2ccccc12	-3%	-2%	-13%	6%	u	-9%	-45%[inhibitor]	2%
Cc1ccc(C(C)C)c(OCC(=O)Nc2ccc3c(c2)nc(CCNC(=O)c2ccco2)n3C)c1	-10%	-4%	-10%	x	x	x	x	2%
Cn1nccc1NC(=O)CC1(CC(=O)O)CCCCC1	-9%	-9%	-10%	13%	6%[9.22 µM]	x	11%[10 µM]	x
Cc1ccc2nc(N3C(=O)C(O)=C(C(=O)c4ccco4)C3c3cccs3)sc2c1 (stereo unspecified)	u	-14%	-16%	u	-8%	u	-15%	0%
c1ccc(N2CC3CCc4ccccc4C3=N2)cc1 (stereo unspecified)	u	8%	u	u	3%[9.22 µM]	u	12%[10 µM]	x
Cc1cc(N2CCN(Cc3cn(C)nc3-c3cccc(Cl)c3)CC2)cc(C)n1	-1%	4%	-4%	-1%	-22%[9.22 µM]	-3%	-22%[10 µM]	x
CCC(C)[C@H](NC(=O)NC1CCN(Cc2ccccc2)CC1)C(=O)OC (stereo partly specified)	-5%	-2%	-2%	5%	0%	4%	-6%	-10%
CC1CCCN(CCC(=O)Nc2ccc3c(c2)CCC3)C1 (stereo unspecified)	-2%	-12%	-6%	-6%	2%	4%	-18%[10 µM]	-5%
CSc1ccccc1-c1nnc(-c2ccc(C)cc2)o1	u	-3%	-13%	u	-16%	u	-128%[inhibitor]	10µM*
CS/C(=C\[N+](=O)[O-])Nc1ccc(F)cc1	u	-4%	-14%	3%	u	16µM*	1%	-7%
O=C(c1ccc(Cn2c(=S)[nH]c3ccc(Br)cc3c2=O)cc1)N1CCN(C2CCCCC2)CC1	-11%	u	u	-5%	u	-1%	-128%[inhibitor]	-20%
COc1cc(NC(=O)C2CCCN(S(=O)(=O)c3cccc4nsnc34)C2)cc(OC)c1 (stereo unspecified)	-17%	9%	u	-7%	7%	-3%	-22%	-21%
Cc1nnsc1C(=O)N/N=C/c1cccc(C(F)(F)F)c1	-6%	-3%	-5%	-1%	12%	5%	30%	-11%
Cc1ccc(Cl)cc1N1CCN(C2(c3ccccc3)C(=O)c3ccccc3C2=O)CC1	-8%	u	-7%	x	x	x	x	2%
O=C(CN1CCN(S(=O)(=O)c2ccc(F)cc2)CC1)Nc1ccccc1F	-2%	-4%	-10%	-5%	4%	u	9%	-11%
CC(C)Nc1nc(SCC(N)=O)nc(N2CCOCC2)n1	1%	2%	-1%	5%	7%	4%	-25%	-23%
CCOC(=O)C(=CN=C(N)Nc1nc2ccccc2o1)C(=O)OCC	-9%	-8%	-11%	u	2%[9.22 µM]	u	4%[10 µM]	x
CSc1nc2sc3c(c2c2nnnn12)CCCC3	4%	-4%	2%	3%	7%	u	-5%	-10%
Oc1c(Cl)cc(Cl)cc1C1=NNC(c2ccc(Cl)cc2)C1 (stereo unspecified)	u	-8%	-22%	u	-4%	6.3µM*	1%	-38%[inhibitor]
CN(C)c1ccc(/C=C2\CCC/C(=C\c3ccccc3)C2=O)cc1	2µM*	-2%	u	-8%	19%	13µM*	17%[10 µM]	18%
CC1CCC(C(C)C)C(OCC(O)CN2CCCC(C)C2)C1 (stereo unspecified)	4%	5%	6%	-7%	-6%	19%	x	-18%
C(=N\Nc1nc(Nc2ccccc2)nc(Nc2ccccc2)n1)/c1cccnc1	u	u	u	11%	4.5µM*	13%	-9%[10 µM]	3%
COc1ccccc1NC(=O)c1cc(S(=O)(=O)N2CCOCC2)ccc1Cl	-1%	-6%	-5%	2%	-23%	1%	5%[0.074 µM]	-18%

Exported in CSV form: entries from further up
structure,Tau fibril ThT,Tau FP inhib,Tau fluor cs,JMJD2E inh,HttQ103 aggreg,ALDH1A1 block,HTT cytoprotect,SMN2 splice enh
CCCc1cc(NCC2CCCO2)n2c(nc3ccccc32)c1C#N (stereo unspecified),6%,8%,-16%,u,u,u,-12%,-5%
O=c1c2ccccc2ncn1Cc1cccc2ccccc12,-3%,-2%,-13%,6%,u,-9%,-45%[inhibitor],2%

6 of the entries above in order of their number in SMN2 splice enh, smallest number first.
compound	Tau fibril ThT	Tau FP inhib	JMJD2E inh	ALDH1A1 block	SMN2 splice enh
CC1CCC(C(C)C)C(OCC(O)CN2CCCC(C)C2)C1 (stereo unspecified)	4%	5%	-7%	19%	-18%
CS/C(=C\[N+](=O)[O-])Nc1ccc(F)cc1	u	-4%	3%	16µM*	-7%
COC(=O)c1cnn2c(C(F)(F)F)cc(-c3ccccc3)nc12	-3%	3%	u	u	-6%
O=c1c2ccccc2ncn1Cc1cccc2ccccc12	-3%	-2%	6%	-9%	2%
C(=N\Nc1nc(Nc2ccccc2)nc(Nc2ccccc2)n1)/c1cccnc1	u	u	11%	13%	3%
CC(=O)Nc1ccc(NC(=O)CSc2nc3ccccc3o2)cc1	-18%	7%	2%	1%	20%

Compound activity deposited in PubChem by National Center for Advancing Translational Sciences (NCATS).
